# From PubChem BioAssay
# DNMT1 inh = inhibitors of human DNMT1 | inhibition (reported as % activation of signal), % at 10 µM | hit rate 0.83% among 360,000 | DNMT1 molecular beacon, Hinp1I cleavage, fluorescence | P26358; in the data active = inhibition above about 50%
# Rin1-Abl PPI inh = inhibitors of human Rin1-Abl protein interaction | TR-FRET Rin1/Abl binding, biochemical | AID 588664 | hit rate 0.4% among 360,000 | inhibition, % at 7.35 µM | P00519+Q13671; in the data active = inhibition above about 5%, passing the limit was not always enough
# Scp-1 inhibitor = blocks human Scp-1 phosphatase activity; Q9GZU7; Recombinant Scp1, phosphopeptide, malachite green phosphate absorbance; inhibition, % at 20 µM; hit rate 0.88% among 340,000;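 active = inhibition above about 50% at 20 µM, limit read from the data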;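 also: plate controls were DMSO wells with enzyme for no effect and wells lacking enzyme for full effect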
#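 System: truncated SCP-1 phosphatase (76-261aa); medium: Tris acetate buffer pH 5.5 with MgCl2 and Tween-20; incubation: 45 min room-temperature reaction, 5 min colour, 30 min stabiliser; compound: single 20 µM dose, 1% DMSO; reagent: Phosphorylated 17-residue peptide substrate; read-out: % inhibition at 20 µM; technique: colorimetric free-phosphate detection, absorbance 630 nm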
# LMPTP block = LMPTP (human) inhibition; recombinant LMPTP-A, OMFP fluorogenic substrate, fluorescence intensity; hit rate 0.22% among 360,000; P24666; inhibition, % at 20 µM;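 active = compounds that cut the enzyme signal by at least half of the control window in the single-dose screen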;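 also: plate controls were DMSO wells with enzyme plus substrate for no effect and substrate without enzyme for full effect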
# Target sequence (P24666 whole entry, looked up): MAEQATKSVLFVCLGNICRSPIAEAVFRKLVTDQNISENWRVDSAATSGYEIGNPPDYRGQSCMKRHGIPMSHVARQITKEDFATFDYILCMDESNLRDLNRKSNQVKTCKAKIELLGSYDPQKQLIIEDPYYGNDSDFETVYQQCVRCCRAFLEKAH
#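 Material: LMPTP-A; amount: 0.625 nM enzyme; doses: single 20 µM dose; times: reaction 50 min, room temperature, dark; technique: fluorescence intensity of OMFP turnover product; benchmarks: no-enzyme and uninhibited controls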
# CSN inh = CSN deneddylation inhibition | Q92905 | Purified CSN, SCF-Nedd8-OG deneddylation, fluorescence polarization | inhibition, % at 12.5 µM | hit rate 0.38% among 360,000 | AID 651999;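 active = pattern-corrected inhibition above about 35%, with an unprinted fluorescence ratio check between 0.5 and 1.5, limit read from the data, passing the limit was not always enough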;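 also: 0% = enzyme with substrate and 100% = substrate without enzyme; some results filed as inactive read as strong as hits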
#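 Assay system: HEK293T-derived human Csn5 enzyme; quantity: 0.24 nM enzyme; medium: Tris/NaCl/DTT buffer, pH 7.5; also added: substrate SCFSkp2-Nedd8OG, 10 nM; doses: 12.5 µM compound; schedule: 90 min reaction at room temperature; signal: FP; read-out: % inhibition of substrate cleavage by Csn5; benchmarks: substrate-only high control, full reaction low control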
# SUMO1-SIM PPI = SUMO1-SIM interaction modulation; hit rate 0.33% among 360,000; P63165; inhibition, % at 20 µM; SUMO1 binding to a labelled peptide, TR-FRET, 1 h; in the data active = inhibition above about 37%
# Rpn11 block = inhibitors of human proteasome Rpn11; hit rate 0.59% among 360,000; human 26S proteasome, Ub4-pepOG fluorescence polarization; 20S core pre-blocked with epoxomicin; calls only at 20 µM; O00487;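 active = inhibition at 20 µM, scaled to each plate's controls, above about 33%, limit read from the data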
# Target sequence (O00487 whole entry, looked up): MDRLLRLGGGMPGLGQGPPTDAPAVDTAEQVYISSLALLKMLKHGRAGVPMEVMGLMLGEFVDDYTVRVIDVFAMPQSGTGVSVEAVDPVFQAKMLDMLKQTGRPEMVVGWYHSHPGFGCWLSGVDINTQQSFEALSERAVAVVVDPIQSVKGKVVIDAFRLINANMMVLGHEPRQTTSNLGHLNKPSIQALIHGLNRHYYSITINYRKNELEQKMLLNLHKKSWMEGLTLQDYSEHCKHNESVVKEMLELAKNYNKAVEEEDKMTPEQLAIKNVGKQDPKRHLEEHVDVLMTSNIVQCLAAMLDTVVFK
# Neddyl block = blocks human cullin neddylation | AID 651699 | P61081+Q13564 | calls only at 25 µM | TR-FRET cullin neddylation, biochemical | hit rate 0.58% among 360,000; in the data active = inhibition above about 36%
# STEP block = inhibitors of human striatal-enriched phosphatase STEP; AID 588621; inhibition, % at 20 µM; recombinant STEP, OMFP fluorogenic substrate, fluorescence; P54829; hit rate 0.25% among 360,000;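 active = inhibition at 20 µM, scaled per plate between control wells, above about 37%, limit read from the data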;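 also: 0% = DMSO with enzyme and substrate and 100% = substrate only without enzyme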
# Target sequence (P54829 whole entry, looked up): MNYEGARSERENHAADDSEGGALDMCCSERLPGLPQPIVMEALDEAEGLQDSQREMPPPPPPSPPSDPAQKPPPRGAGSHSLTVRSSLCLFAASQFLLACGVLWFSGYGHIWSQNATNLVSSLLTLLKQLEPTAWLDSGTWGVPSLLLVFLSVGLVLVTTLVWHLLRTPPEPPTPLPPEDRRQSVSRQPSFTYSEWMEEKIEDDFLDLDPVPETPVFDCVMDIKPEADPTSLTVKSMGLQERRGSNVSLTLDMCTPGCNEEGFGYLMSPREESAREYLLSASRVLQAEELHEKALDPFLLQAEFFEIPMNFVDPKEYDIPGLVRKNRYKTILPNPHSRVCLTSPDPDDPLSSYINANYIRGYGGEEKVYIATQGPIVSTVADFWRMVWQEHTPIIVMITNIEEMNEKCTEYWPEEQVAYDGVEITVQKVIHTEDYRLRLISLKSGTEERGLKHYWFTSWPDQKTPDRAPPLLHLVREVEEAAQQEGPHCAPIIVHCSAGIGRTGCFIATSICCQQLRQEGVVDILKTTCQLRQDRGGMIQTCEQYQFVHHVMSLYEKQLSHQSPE
#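 Assay system: isolated STEP enzyme / Timing: 20 min at room temperature, dark / Doses: 20 µM, 1% DMSO / Technique: fluorescence intensity, excitation 480 nm, emission 540 nm / Reagent: fluorogenic phosphatase substrate OMFP at 25 µM final / Measure: percent inhibition scaled to no-enzyme and uninhibited-enzyme controls, plate-pattern corrected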
# NadD block = NadD (S. aureus) enzyme inhibition; purified NadD enzyme, colorimetric absorbance read-out; inhibition, % at 20 µM; hit rate 0.78% among 360,000; AID 602399; in the data active = inhibition above about 26%; also: some compounds past the cut are filed as inactive
# * hit, by the source's call; i = inactive; . = not tested or not shown; + = active, no number.
SMILES,DNMT1 inh,Rin1-Abl PPI inh,Scp-1 inhibitor,LMPTP block,CSN inh,SUMO1-SIM PPI,Rpn11 block,Neddyl block,STEP block,NadD block
Cc1cc(SCC(=O)c2cccc([N+](=O)[O-])c2)nc(=O)[nH]1,7,0,3,7.2,6,-22,i,i,10,33*
COc1ccc([C@H]2CC(=O)C=C(c3ccc(CO)cc3)C2)cc1,1,3,-6,-0.5,2,-38,i,i,-1,-5
Cc1ccc(-n2ncc3c(=O)n(CC(=O)N4CCN(C(=O)c5ccco5)CC4)cnc32)cc1,6,0,3,-0.3,-4,-2,i,i,2,-3
COc1ccc(NC(=S)N(CCCN2CCCC2)Cc2cccs2)cc1,-2,1,-5,-2.9,0,1,i,i,-2,-3
CN1C(C(=O)NCc2cccc(Br)c2)CC2Cn3c(nc4cc(Cl)c(Cl)cc43)C21 (stereo not drawn),0,-3,-4,0.0,-3,-2,i,i,-2,0
CN(CCC1CCOCC1)C(=O)C1CCC(=O)N(CCc2ccc(Cl)cc2)C1 (stereo not drawn),-2,-1,-5,-0.2,2,-4,i,i,-4,-2
COc1ccc(C(=O)C(C)N(C(=O)c2ccc(Cl)cc2Cl)N2C(=O)C3C4C=CC(C4)C3C2=O)cc1 (stereo not drawn),-5,0,-11,2.3,-3,-1,i,i,0,-7
CCc1ccc(NC(=O)C(C)OC(=O)Cc2cc(OC)c(OC)c(OC)c2)cc1 (stereo not drawn),-1,1,-3,-0.8,0,0,i,i,-2,-2
CCOc1ccccc1-c1ccc2nccn2c1,15,2,.,3.5,-1,2,i,i,0,8
O=c1cc(O)c2sc3nc4c(c(C(F)(F)F)c3c2[nH]1)CCCCC4,-5,0,3,-0.5,6,-3,i,i,2,4

# Rewritten with values ahead of the structure: three of the compounds above
DNMT1 inh	Rin1-Abl PPI inh	Scp-1 inhibitor	LMPTP block	CSN inh	SUMO1-SIM PPI	Rpn11 block	Neddyl block	STEP block	NadD block	molecule
-5	0	-11	2.3	-3	-1	i	i	0	-7	COc1ccc(C(=O)C(C)N(C(=O)c2ccc(Cl)cc2Cl)N2C(=O)C3C4C=CC(C4)C3C2=O)cc1 (stereo not drawn)
-1	1	-3	-0.8	0	0	i	i	-2	-2	CCc1ccc(NC(=O)C(C)OC(=O)Cc2cc(OC)c(OC)c(OC)c2)cc1 (stereo not drawn)
15	2	.	3.5	-1	2	i	i	0	8	CCOc1ccccc1-c1ccc2nccn2c1

# (more compounds)
SMILES,DNMT1 inh,Rin1-Abl PPI inh,Scp-1 inhibitor,LMPTP block,CSN inh,SUMO1-SIM PPI,Rpn11 block,Neddyl block,STEP block,NadD block
COc1ccc(NC(=O)C2CCN(C(=O)NCc3ccccc3)CC2)cc1,3,-1,-8,-1.0,5,-3,i,i,4,-6
Cc1cc(C(=O)CN(Cc2ccc(F)cc2)S(=O)(=O)c2ccc3c(c2)OCCO3)c(C)n1C,-5,-1,-16,1.5,4,4,i,i,-1,-2
O=C(C[N+]1(CC#Cc2ccccc2)CCCCC1)c1ccccc1,1,3,3,-2.0,4,2,i,i,-1,1
Cc1ccc(OCC(=O)Nc2ccc3c(c2)nc(CCN2CCN(C)CC2)n3C)cc1,0,0,-3,0.5,-2,0,i,i,-1,-6
CN1CCN(c2oc(-c3ccco3)nc2S(=O)(=O)c2ccccc2)CC1,-5,2,-1,-1.0,3,-3,i,i,0,9
CCOc1ccc(-c2cccc(NS(=O)(=O)c3cc([N+](=O)[O-])ccc3C)c2)nn1,-5,1,2,1.2,0,-17,i,i,-3,5
CC1Cc2ccccc2N1CC(=O)Nc1ccc(Cl)c(S(=O)(=O)N(C)C)c1 (stereo not drawn),-2,5,0,-1.7,-11,3,i,i,0,-5
COc1cc(C(C(=O)NC2CCCC2)N(C(=O)c2ccco2)c2ccccc2C(C)=O)cc(OC)c1OC (stereo not drawn),1,3,1,-0.8,-2,-2,i,i,0,-8
CCOc1ccc(C(O)c2nccn2Cc2ccccc2)cc1 (stereo not drawn),3,2,-10,-0.6,-7,-2,i,i,-3,-7
CCc1ccccc1NC(=O)C1NC(=O)CC1c1ccccc1 (stereo not drawn),3,2,-4,-1.7,-4,1,i,i,-2,-3
Cc1ccc2c(c1)C1CN(C)CCC1N2C(=O)c1ccccc1NS(=O)(=O)c1ccc(F)cc1 (stereo not drawn),-2,-1,-8,-0.6,23,4,i,i,-2,2
CCOC(=O)N1CCN(C(=O)c2cc(S(=O)(=O)N3CCCC3)cn2C)CC1,2,-1,0,-2.2,3,5,i,i,2,8
CC(C)(C)C(=O)NC1CCN(S(=O)(=O)c2ccccc2F)CC1,3,-1,8,-0.1,0,1,i,i,-3,9
CC(C)CN(CC(C)C)C(=O)C12CCC(C)(C(=O)C1)C2(C)C (stereo not drawn),5,-1,-1,-0.5,2,3,i,i,4,0
COC(=O)C1=CN(Cc2ccc(OC)cc2)C=C(C(=O)OC)C1c1ccc(O)c(OC)c1,-3,-3,-7,-0.5,-8,-3,i,+,0,-7
COc1ccc(C(=O)CCc2ccccc2O)c(OC)c1,0,2,-3,1.0,3,1,i,i,0,-10
Cc1cc(Br)c(NC(=O)CSc2n[nH]c(N)n2)c(Br)c1,1,3,0,-1.2,-1,-1,i,i,-1,3
CC(C)OC(=O)CSc1nnc(-c2ccco2)n1N,2,1,-3,-0.6,-1,3,i,i,-9,4
CN(C)c1ccnc(N(Cc2ccccc2)Cc2ccccc2)c1C#N,-5,0,-3,3.6,3,1,i,i,1,-2
Cc1ccc(C(=O)NCCN2CCNC2=O)cc1,1,0,-18,-0.5,-78,3,i,i,4,-4

# Rewritten with two lines to a compound: entries from further up
# Screens in order – DNMT1 inh	Rin1-Abl PPI inh	Scp-1 inhibitor	LMPTP block	CSN inh	SUMO1-SIM PPI	Rpn11 block	Neddyl block	STEP block	NadD block
CC(C)(C)C(=O)NC1CCN(S(=O)(=O)c2ccccc2F)CC1
 : 3	-1	8	-0.1	0	1	i	i	-3	9
CC(C)CN(CC(C)C)C(=O)C12CCC(C)(C(=O)C1)C2(C)C (stereo not drawn)
 : 5	-1	-1	-0.5	2	3	i	i	4	0

# (next part)
SMILES,DNMT1 inh,Rin1-Abl PPI inh,Scp-1 inhibitor,LMPTP block,CSN inh,SUMO1-SIM PPI,Rpn11 block,Neddyl block,STEP block,NadD block
CC1=C/C(=N\N=C2\NC(=O)C(CC(=O)Nc3ccccc3F)S2)CC(C)(C)C1 (stereo not drawn),0,-1,-1,-0.7,-2,-5,i,i,-1,-3
CC(C)COC(=O)/C(C#N)=C/c1cn(Cc2ccccc2)c2ccccc12,8,1,-8,2.4,-18,4,i,i,1,2
O=C(NNC(=O)C12CC3CC(CC(Cl)(C3)C1)C2)c1ccncc1,1,2,-2,-1.4,-6,0,i,i,0,1
O=C(O)CC1(CC(=O)NCc2ccc(C(F)(F)F)cc2)CCCCC1,0,-3,-7,-1.0,-1,2,i,i,2,0
Cc1cc2c(c(SCC(=O)Nc3ccc(C)c(C)c3)n1)C(=O)OC2,1,0,-2,0.1,-3,-5,i,i,0,0
COc1cc(CN2CC(C)OC(C)C2)cc(OC)c1 (stereo not drawn),2,3,5,-2.8,1,0,i,i,-1,-7
CC1(C)Cc2ccccc2C2=NNC(=O)C2=N1,9,-6,3,2.0,-8,-11,i,.,2,5
O=C(CSc1nnc2c(Cl)cc(C(F)(F)F)cn12)NCc1ccc(F)cc1,-12,2,-4,-0.6,1,-9,i,i,2,-1
COc1ccc(NC(=O)Nc2cccc([N+](=O)[O-])c2)cc1Cl,-10,-1,-17,3.0,-1,-10,i,i,10,-5
Cn1ccc(NC(=O)c2ccc([N+](=O)[O-])cc2)n1,0,0,-8,-0.6,-3,-35,i,i,0,-4

# 7 records drawn at random from those above:
SMILES,DNMT1 inh,Rin1-Abl PPI inh,Scp-1 inhibitor,LMPTP block,CSN inh,SUMO1-SIM PPI,Rpn11 block,Neddyl block,STEP block,NadD block
COc1ccc(NC(=O)C2CCN(C(=O)NCc3ccccc3)CC2)cc1,3,-1,-8,-1.0,5,-3,i,i,4,-6
CC1Cc2ccccc2N1CC(=O)Nc1ccc(Cl)c(S(=O)(=O)N(C)C)c1 (stereo not drawn),-2,5,0,-1.7,-11,3,i,i,0,-5
CCOC(=O)N1CCN(C(=O)c2cc(S(=O)(=O)N3CCCC3)cn2C)CC1,2,-1,0,-2.2,3,5,i,i,2,8
CCc1ccccc1NC(=O)C1NC(=O)CC1c1ccccc1 (stereo not drawn),3,2,-4,-1.7,-4,1,i,i,-2,-3
O=c1cc(O)c2sc3nc4c(c(C(F)(F)F)c3c2[nH]1)CCCCC4,-5,0,3,-0.5,6,-3,i,i,2,4
Cc1cc(SCC(=O)c2cccc([N+](=O)[O-])c2)nc(=O)[nH]1,7,0,3,7.2,6,-22,i,i,10,33*
COc1ccc(NC(=O)Nc2cccc([N+](=O)[O-])c2)cc1Cl,-10,-1,-17,3.0,-1,-10,i,i,10,-5

# The list goes on.
SMILES,DNMT1 inh,Rin1-Abl PPI inh,Scp-1 inhibitor,LMPTP block,CSN inh,SUMO1-SIM PPI,Rpn11 block,Neddyl block,STEP block,NadD block
COc1ccc(C(=O)/C=C/c2ccc(O)cc2)c(O)c1CC=C(C)C,-30,2,-3,4.0,5,-1,i,i,-1,-13
CCOC(=O)/C=C/CN(C(=O)OC(C)(C)C)S(=O)(=O)N1CC=CC1,-1,0,-2,-0.5,-1,7,i,i,0,-1
CCCOC(=S)NC(=O)c1sc2ccccc2c1Cl,-7,-7,-6,-0.3,5,-3,i,i,1,0
Cc1cccc(C)c1N1CC(=O)N(c2c(C)cccc2C)CC1=O,2,-2,-2,0.5,2,0,i,i,-6,-1
O=c1[nH]c2c(c3c1CCCC3)CCCC2,-1,6,-6,-0.8,-3,4,i,i,4,4
O=S(=O)(c1ccccc1)N1CCN(S(=O)(=O)c2ccccc2)c2ccccc21,-13,0,-19,0.5,-2,-4,i,i,1,-2
COc1cc(C(=O)NNC(=O)c2cc(S(=O)(=O)N(C)C)ccc2N2CCCC2)cc(OC)c1OC,-1,2,-5,-1.7,-6,3,i,i,-3,0
O=C(NCCCN1CCOCC1)c1ccc2c(c1)N(Cc1ccccc1F)C(=O)c1ccccc1S2=O (stereo not drawn),0,1,16,0.7,1,1,i,i,0,0
Cc1cccc(-n2nc(C)cc2N)c1,8,6,5,-1.5,-2,-3,i,i,-2,6
Cc1cc(C)nc(Nc2n[nH]c(-c3cccc4ccccc34)n2)n1,-8,0,6,0.8,-7,-5,i,i,-1,6
